14-3-3 PPI = modulators of 14-3-3 gamma protein binding, primary screen, biochemical, fluorescence polarization. 14-3-3 protein gamma (Homo sapiens), P61981. FP, 14-3-3gamma / TMR-pS259-Raf peptide binding. inhibition, % at 40 µM. actives 0.19% (n = 160,000). AID 422, 2006; in the data active means inhibition above about 30%;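 further: 0% = protein plus tracer without compound and 100% = blank with tracer alone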
Target sequence (P61981 whole entry, looked up): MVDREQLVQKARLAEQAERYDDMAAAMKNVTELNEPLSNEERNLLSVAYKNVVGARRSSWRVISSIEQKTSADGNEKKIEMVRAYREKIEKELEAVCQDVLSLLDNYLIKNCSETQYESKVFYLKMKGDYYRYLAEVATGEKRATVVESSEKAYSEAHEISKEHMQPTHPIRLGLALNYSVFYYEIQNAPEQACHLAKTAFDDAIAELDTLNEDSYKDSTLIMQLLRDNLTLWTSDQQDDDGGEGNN
Starred values were filed as active, the others as inactive; & = joins results of further samples. Some of the compounds tested (hit frequency here may not be typical).

No.	compound	14-3-3 PPI
1	CCN(c1cccc(C(F)(F)F)c1)S(=O)(=O)c1ccc2c(c1)CC(C)N2C(C)=O (centres undefined)	-5
2	COc1ccc2nc(NC(=O)CCn3cccc3)sc2c1	1
3	CN1C(=O)c2ccc(-c3nc4ccc(Cl)cc4c(=O)o3)cc2C1=O	3
4	COc1cc(OC)cc(-c2nc3ccc(C)cc3c(=O)o2)c1	0
5	Cc1cc(C(=O)Nc2sc3c(c2C(N)=O)CCCCC3)ccc1[N+](=O)[O-]	-11
6	CCOCC(=O)NCc1ccc2c(c1)OCO2	-2
7	O=S(=O)(c1cccc2nsnc12)N1CCN(c2ccccc2F)CC1	0
8	[O-]/[N+](=C\c1ccccc1)[C@@H]1CCCC[C@@H]1/[N+]([O-])=C/c1ccccc1	-1
9	O=C(CN1CCN(S(=O)(=O)c2ccc(F)cc2)CC1)Nc1cccc(C(F)(F)F)c1	1
10	COc1ccc(Cl)cc1Nc1nc(NCCO)nc(N2CCCC2)n1	6

Grouped by structure, the entries above with four or more nitrogen atoms
No.	compound	14-3-3 PPI
7	O=S(=O)(c1cccc2nsnc12)N1CCN(c2ccccc2F)CC1	0
10	COc1ccc(Cl)cc1Nc1nc(NCCO)nc(N2CCCC2)n1	6

Further entries:
No.	compound	14-3-3 PPI
11	COc1ccc(C2C(C(=O)N3CCCC(C)C3)c3ccccc3C(=O)N2Cc2ccc(F)cc2)cc1 (centres undefined)	10
12	NC(=O)C1CCN(C2CC(=O)N(c3ccccc3[N+](=O)[O-])C2=O)CC1 (centres undefined)	-4
13	O=C(Cn1cnc([N+](=O)[O-])n1)Nc1cccc(C(F)(F)F)c1	-1
14	CCCCOc1ccc(OC(=O)c2cccc([N+](=O)[O-])c2)cc1	4
15	CSc1nc2ccccc2c(=O)n1CCCN1CCCC1=O	-18
16	Cc1cc(C)c(OCC(=O)Nc2nnn(C)n2)c(Br)c1	4
17	Cc1c(Sc2ccc(Cl)cc2)c(=O)[nH]c2cc3c(cc12)OCO3	7
18	COc1ccc(Br)cc1C=Nc1ccc(-c2ccc([N+](=O)[O-])cc2)cc1	-10
19	O=C(CC1(O)C(=O)N(CCc2ccccc2)c2ccc(Br)cc21)c1ccccc1 (centres undefined)	-2
20	CC(=O)c1cc(C#N)c(SCC(=O)OC(C)C)nc1C	-3
21	CN(CC(=O)N1CCN(c2ccccn2)CC1)S(=O)(=O)c1ccc2ccccc2c1	-7
22	CCN(CC)C(=O)c1cc2cc(Br)ccc2oc1=O	-10
23	COC(=O)c1ccccc1S(=O)(=O)N(Cc1cc2ccc(OC)cc2[nH]c1=O)CC1CCCO1 (centres undefined)	2
24	CC(=O)N1CCN(CCN=CC2=C(O)CC(c3cccs3)CC2=O)CC1 (centres undefined)	-6
25	Cn1c(=O)c(C(=O)Nc2cccc(F)c2)c(O)c2ccccc21	-12
26	CCCC(c1c(C)n(C)n(-c2ccccc2)c1=O)c1c(C)n(C)n(-c2ccccc2)c1=O	2
27	O=C(NCc1ccco1)c1ccc2c(=O)n(CC3CCCO3)c(SCc3ccc(Cl)cc3)nc2c1 (centres undefined)	-2
28	Cc1onc(-c2ccccc2Cl)c1C(=O)OCC(=O)c1ccc2c(c1)OCCO2	-13
29	CNCCOCC(O)CSc1ccccc1 (centres undefined)	-3
30	CCSCCOC(=O)C1=C(C)NC(=O)NC1c1cc(OC)ccc1OC (centres undefined)	-3

3 structures from above, ordered by molecular weight, low to high:
No.	compound	14-3-3 PPI
20	CC(=O)c1cc(C#N)c(SCC(=O)OC(C)C)nc1C	-3
12	NC(=O)C1CCN(C2CC(=O)N(c3ccccc3[N+](=O)[O-])C2=O)CC1 (centres undefined)	-4
30	CCSCCOC(=O)C1=C(C)NC(=O)NC1c1cc(OC)ccc1OC (centres undefined)	-3

The list continues:
No.	compound	14-3-3 PPI
31	CCOCCCNC(=O)C1CCCCN1S(=O)(=O)c1ccc(F)cc1 (centres undefined)	-1
32	COC(=O)c1cccc(Oc2nnc(-c3ccc(C)c(C)c3)c3ccccc23)c1	-9
33	O=c1cc(N2CCC(Cc3ccccc3)CC2)[nH]c(=O)n1C1CCCCC1	-2
34	O=S(=O)(CCSc1ccccn1)c1nc2ccccc2s1	-5
35	COc1ccccc1CNC(=O)c1cc(-c2ccccc2)nc2ccccc12	-14
36	O=C(Nc1cccc(F)c1)c1ccc(Cn2cc([N+](=O)[O-])cn2)o1	3
37	Cc1ccc(C(=O)C2=C(O)C(=O)N(CCCN(C)C)C23C(=O)N(C)c2ccccc23)o1 (centres undefined)	-12
38	Cc1cccc(NC(=O)CSc2nc3c(c(=O)[nH]2)CCC3)c1C	-1
39	Cc1cc(C)cc(NC(=O)c2ccc(S(=O)(=O)N3CC(C)CC(C)C3)cc2)c1 (centres undefined)	-1
40	CC1=C(C(=O)OCC2CCCO2)C(c2cc3c(cc2Br)OCO3)C2=C(CCCC2=O)N1 (centres undefined)	1
41	COCCNC(=O)C(c1ccc(C)o1)N(Cc1cccs1)C(=O)c1snc(C(N)=O)c1N (centres undefined)	-4
42	Cn1c(=O)[nH]c(=O)c2c1nc(N1CCC(Cc3ccccc3)CC1)n2Cc1ccccc1	5
43	CSCCC(=O)N1C(C)CCCC1C(=O)O (centres undefined)	0
44	O=C(COc1ccc(Cl)cc1)N1CCN(C(=O)c2cccs2)CC1	-1
45	CCCc1cc(=O)n2[nH]c(C)c(-c3ccccc3)c2n1	5
46	CC(=O)N1CCN(c2nc(-c3ccccc3)c3cc(Br)ccc3n2)CC1	-4
47	COc1ccc(-c2nc3ccccc3c(C(=O)Nc3ccc(C(C)=O)cc3)c2C)cc1	-61
48	CC1(c2ccccc2)CC(C)(C)N(C(=O)CSc2nnc(N)s2)c2ccccc21 (centres undefined)	-6
49	O=C(O)C=C1C2CC3CC(C2)CC1C3	3
50	FC(F)(F)c1c(Cl)nc(Nc2ccccc2)c(Cl)c1Cl	0
51	Cc1nc2sc(-c3ccccc3)c(-c3ccccc3)c2c(=O)o1	-7
52	O=C(NCc1ccccc1)c1cc(-c2ccc(Br)cc2)on1	-15
53	Cc1nc2c3ccccc3nc(SCC(=O)N3CC(C)CC(C)C3)n2n1 (centres undefined)	-5
54	COc1cc(NC(=O)C2CCCCC2)c(OC)cc1NC(=O)CN1CCCCC1	-11
55	Cc1ccc(OCc2nnc(SCC(=O)Nc3ccc4c(c3)OCCO4)n2Cc2ccco2)cc1	2
56	COCCN(C)C(=O)CSc1nc(-c2ccco2)cc(C(F)(F)F)n1	-9
57	COc1ccccc1N1CCN(c2ccc(C(=O)O)cc2[N+](=O)[O-])CC1	-9
58	COCCNC(=O)C(C#N)c1nc2ccccc2nc1N1CCN(Cc2ccc3c(c2)OCO3)CC1 (centres undefined)	4
59	O=C(NCCN1CCOCC1)c1ccc(-c2ccccc2)cc1	-8&0
60	CCOCCCNC(=O)Cc1cc(=O)[nH]c(=O)[nH]1	6
61	O=C(CSc1nnc(-c2cccc(Br)c2)o1)c1cccc([N+](=O)[O-])c1	10
62	N#Cc1nc(COc2ccccc2)oc1N1CCN(Cc2ccccc2)CC1	0
63	Nc1nc(N=Cc2ccccc2F)n[nH]1	-2
64	CCCCn1c(SCC(N)=O)nc2c(sc3ccccc32)c1=O	-10
65	COc1cc(C(=O)OCn2nnc3ccccc3c2=O)cc(OC)c1OC	2
66	CC(C)(C)c1ccc(C(=O)Nc2ccc(NC(=O)c3ccc([N+](=O)[O-])cc3)cc2)cc1	0
67	CN(c1ccccc1C(=O)O)S(C)(=O)=O	0
68	CC1(C)Cc2c(sc3c2c(=N)n(Cc2ccco2)c(=O)n3CC(=O)Nc2ccc(Cl)cc2)CO1	-21
69	COc1ccc(CNCc2ccc3c(c2)OCO3)cc1OC	-3
70	O=C(CC1Nc2c3ccccc3nc(=S)n2C1=O)NC1CC1 (centres undefined)	-3
71	CC1C/C=C/C=C/C=C/C=C/C(O[C@@H]2O[C@H](C)[C@@H](O)[C@H](N)[C@@H]2O)CC2OC(O)(CC(O)CC3OC3/C=C/C(=O)O1)CC(O)C2C(=O)O (some centres undefined)	-119
72	NC(=O)C1(N2CCCCC2)CCN(C(=O)CCn2c(=S)[nH]c3cc4c(cc3c2=O)OCO4)CC1	0
73	CN1/C(=C/c2cc[n+](C)c3ccccc23)C=Cc2ccccc21	-303
74	Oc1ccccc1C1=Nc2ncnn2C(c2ccccc2)C1 (centres undefined)	-3
75	COc1ccccc1Oc1ccc(S(=O)(=O)NCCC(=O)O)cc1	1
76	COc1cc2c(cc1OC)C(C(=O)Nc1cc(OC)c(OC)c(OC)c1)C(c1cccs1)N(C)C2=O (centres undefined)	2
77	NC(=O)c1cc2n(n1)C(C(F)(F)F)CC(c1ccc(Cl)cc1)N2 (centres undefined)	-9
78	O=C(O)c1ccc(-c2nc3ccccc3[nH]2)cc1	10
79	O=C(NCC1CCCO1)c1c(O)c2c([nH]c1=O)CCCC2 (centres undefined)	-3&6
80	CCNc1c([N+](=O)[O-])ncn1C	-2

Next part.
No.	compound	14-3-3 PPI
81	CNc1oc(-c2cccc3ccccc23)nc1C#N	6
82	COc1cccc2cc(C(=O)NC(C)C3CCCO3)c(=O)oc12 (centres undefined)	-16
83	O=C(Nc1c2c(nn1-c1cccc(Cl)c1)CSC2)c1ccccc1C(F)(F)F	-6
84	CCOc1ccc(NC(=O)CSc2nc3c(c(=O)n2-c2ccccc2OC)SCC3)cc1	-8
85	Cc1ccc(-n2c(C)cc(C)c(C(N)=O)c2=O)cc1	10
86	O=C(c1ccncc1)N1CCN(Cc2ccc3c(c2)OCO3)CC1	5
87	Cc1ccc(N2C(=O)C3C4C=CC(C4)C3(C)C2=O)cc1Cl (centres undefined)	-4
88	O=S(=O)(NCCOc1ccc(F)cc1)c1ccc2c(c1)OCCO2	0
89	CCCOc1ccc(C(C)=O)cc1CSCCC#N	-8
90	COc1cc(CNc2cccc([N+](=O)[O-])c2)cc(OC)c1OC	2
91	Cc1cc(C(F)(F)F)nn1CC(=O)Nc1ccc(S(N)(=O)=O)cc1	6
92	CCOC(=O)N1CCN(C(=O)CSc2ccccc2)CC1	0
93	O=C(CSc1ccc2nnc(-c3ccncc3)n2n1)N1CCc2ccccc21	-4
94	CN(Cc1ccccc1)Cc1c(O)ccc2c(=O)c(Oc3ccccc3Br)c(C(F)(F)F)oc12	3
95	CC(SCc1ccccc1)C(=O)NC1CCCC1 (centres undefined)	-8
96	Cc1ccc(N2C(=O)CC(NCc3cccc(C(F)(F)F)c3)C2=O)cc1 (centres undefined)	-1
97	O=C(c1ccco1)n1nc(-c2ccc(Cl)cc2)nc1NCc1ccco1	-2
98	O=C1C(Cl)=C(NC2CCCCC2)C(=O)N1c1cccc(C(F)(F)F)c1	-3
99	CCOC(=O)N1CCC(NC(=O)CCN2C(=O)COc3ccccc32)CC1	2
100	CC1CCCN(C(=O)c2ccc3c(c2NCCO)C(=O)c2ccccc2C3=O)C1 (centres undefined)	-351
101	CCC(=O)Nc1c2c(nn1-c1ccc(OC)cc1)CS(=O)(=O)C2	-1
102	c1ccc(Cc2nc3c4c(-c5ccccc5)c(-c5ccccc5)oc4ncn3n2)cc1	10
103	O=C(O)C1CCN(C(=O)NC2CCCCC2)CC1	-2
104	O=C1c2oc3ccccc3c(=O)c2C(c2cccc(Cl)c2)N1c1nccs1 (centres undefined)	-4
105	O=c1n(-c2cccc(Cl)c2)c(=O)n2n1CCC2	-8
106	COc1ccc(CNC(=O)CS(=O)Cc2nc(-c3ccc(C)cc3)oc2C)cc1 (centres undefined)	3
107	COc1ccc(C(=O)Oc2c(S(=O)(=O)c3ccccc3)c(C)nn2-c2ccc(C)cc2C)cc1OC	-10
108	CCOC(=O)c1ccc(N2C(=O)c3ccc(C(=O)OCC(=O)c4cccc([N+](=O)[O-])c4)cc3C2=O)cc1	-3
109	CCOC(=O)CCc1nc2ccccc2[nH]c1=O	-1&-1
110	C(=Nc1ccc(Nc2ccccc2)cc1)c1ccc2ccccc2c1	-2

An excerpt from above in order of the 14-3-3 PPI value, high to low.
No.	compound	14-3-3 PPI
49	O=C(O)C=C1C2CC3CC(C2)CC1C3	3
77	NC(=O)c1cc2n(n1)C(C(F)(F)F)CC(c1ccc(Cl)cc1)N2 (centres undefined)	-9
37	Cc1ccc(C(=O)C2=C(O)C(=O)N(CCCN(C)C)C23C(=O)N(C)c2ccccc23)o1 (centres undefined)	-12

Next compounds follow.
No.	compound	14-3-3 PPI
111	CN(C(=O)CSc1nnc2c3ccccc3n(Cc3ccccc3)c2n1)c1ccccc1	2
112	O=C(Oc1ccc(Cl)c2cccnc12)N1CCOCC1	-8
113	CN(CC1CCCO1)S(=O)(=O)c1ccc(C(=O)Nc2nc3cc4c(cc3s2)OCO4)cc1 (centres undefined)	0
114	O=C(c1ccncc1)N(Cc1ccccc1)Cc1ccccc1	-5
115	CC(C)CCNC(=O)c1cc(S(=O)(=O)N2CCCC(C)C2)ccc1F (centres undefined)	-11
116	O=C1c2ccccc2C2OCc3ccccc3N12 (centres undefined)	-4
117	O=C(Nc1cccnc1Cl)c1cc2nc(-c3ccc(Br)cc3)cc(C(F)(F)F)n2n1	-8
118	COc1ccc(C2CC(C(F)(F)F)n3nc(C(=O)NCc4cccc(Cl)c4)cc3N2)cc1 (centres undefined)	0
119	CCCCc1c(O)n2c(nc3ccccc32)[nH]c1=O	-2
120	Cc1ccc(Cn2c(=S)[nH]c3c(sc4ccccc43)c2=O)cc1	1

Values by screen from above:
Nos. 111–120 in 14-3-3 PPI read 2, -8, 0, -5, -11, -4, -8, 0, -2, 1

Further results follow.
No.	compound	14-3-3 PPI
121	CCOc1ccc(S(=O)(=O)N(C)Cc2ccccc2)c2cccnc12	-10
122	COCc1nnc(NS(=O)(=O)c2ccc(Br)cc2)s1	-6&-2
123	COc1ccc(Nc2c(-c3ccccn3)nc3ccc(Cl)cn23)cc1	-7
124	CCC(Sc1nncn1C)C(=O)Nc1sc2c(c1C#N)CCCC2 (centres undefined)	-3
125	Cc1onc(-c2ccccc2)c1C(=O)N1CCCN(C(=O)c2c(-c3ccccc3)noc2C)CC1	2
126	CCn1cc(S(=O)(=O)CC(=O)Nc2cc(C)ccc2C)c2ccccc21	-2&-9
127	COc1ccc(-c2nnc(SCc3cc(=O)n4c(C)cccc4n3)nc2-c2ccc(OC)c(OC)c2)cc1OC	-45

Source: PubChem
